HepG2 viability – counter-screen for TGF-b inhibitors: cytotoxicity in HepG2 cells; HepG2 CAGA-GFP viability, ATP luminescence, 18 h; Potency, µM (series often up to 46.1 µM), without a hit: top-dose activity change, negative = cytotoxicity, hits mostly cytotoxic; actives 0.76% (n = 410,000); AID 588856; also: some results filed as inactive show a strong effect at the top dose
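CellTiter-Glo luminescence gave cytotoxicity after 18 hours at 37 degrees C. The cells were HepG2 CAGA-GFP in 1% FBS DMEM, stimulated with 500 pg/mL TGF-beta after compound addition. %Activity was normalised to no-cell wells (complete cell-killing) and DMSO (no toxicity), and curves were fitted and classified.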
ATXN viability – viability counter-screen for ATXN expression inhibitors; S2 cells (HEK-293 line with an ATXN2-luciferase reporter) viability, CellTiter-Fluor protease fluorescence, 24 h; Potency, µM (doses to about 56.7 µM), actives largely listed as cytotoxic; actives 0.49% (n = 400,000); AID 651635; also: nearly all actives have a fitted effect of over 40% in size
TGFb inhibitor – blocks TGF-b signaling | actives 1.2% (n = 410,000) | HepG2 CAGA-GFP TGF-b/SMAD3 reporter, GFP fluorescence, 18 h; TGF-beta stimulated, 500 pg/mL final | AID 588855 | Potency, µM (doses to about 46.1 µM), for the others: at the highest dose activity, negative = inhibition, usual class: inhibitors; also: % is scaled to controls: 0 for no effect and ±100 for the full control effect; nearly all actives have a fitted effect of over 65% in size
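HEPG2 CAGA-GFP, 1000 cells/well; 2 h settle, 37 C; cpd via pin tool; TGF-b 500 pg/mL final; 18 h, 37 C; GFP imaging ex488/em500-530; %Activity normalised to -TGF-b and +DMSO controls; CRC fit, curve class.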
MCF10A rereplic – inducers of DNA re-replication in MCF 10A breast cells | MCF 10A DNA re-replication, Hoechst nuclear intensity, 48 h | actives 2.9% (n = 350,000) | AID 624296 | Potency, µM (highest dose often 46.1 µM), for inactives: at the highest dose activity, positive = re-replication, most hits filed as activators; also: % of control where 0% means no effect; nearly all actives have a fitted effect of over 50% in size
Nrf2 block – Nrf2 pathway inhibition. A549 ARE-Fluc reporter, luciferase luminescence, 18-24 h. Potency, µM (highest dose often 46 µM), without a hit: top-dose activity change, negative = inhibition, actives largely listed as inhibitors. actives 2.1% (n = 360,000). AID 504444; also: % is scaled to controls: 0 for no effect and ±100 for the full control effect; nearly all actives have a fitted effect of over 60% in size
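Concentration-response testing used A549 ARE_Fluc cells at 5000 cells/well. Following an 18-24 h compound incubation, viability was read by fluorescence (Ex 405/Em 525) and luciferase output by luminescence.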
Nrf2 ARE act – activators of Nrf2 (ARE) signaling | Potency, µM (titrated, usually from 46.1 µM), for inactives: top-dose activation, actives largely listed as activators | actives 0.31% (n = 410,000) | AREc32 ARE-luciferase reporter (MCF7-derived line), luminescence, 24 h | AID 624171; also: % of control where 0% means no effect; nearly all actives have a fitted effect of over 65% in size
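Nrf2 activation is followed as ARE-luciferase induction in the AREc32 line after one day of compound treatment; luminescence is read with Steady-Glo.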
A549 viability – kills or reduces viability of A549 cells in Nrf2 counter-screen. A549 ARE-Fluc cells, CellTiter-Fluor viability, 18-24 h. Potency, µM (series often up to 46 µM), without a hit: at the highest dose activity change, negative = cytotoxicity, hits mostly inhibitors. actives 0.16% (n = 390,000). AID 504648; also: % is scaled to controls: 0 for no effect and ±100 for the full control effect
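A549 ARE_Fluc cells in 5% FBS OPTI-MEM were exposed to compounds in concentration-response for 18-24 h at 37 deg C. Viability was read by CellTiter-Fluor fluorescence (Ex 405/Em 525) after 30 min, before the luciferase read.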
EPAC2 antagonist – EPAC2 (human) antagonism; Q8WZA2; EPAC2 GEF exchange of Rap1B-BODIPY-GDP, fluorescence; Potency, µM (highest dose often 114 µM), without a hit: top-dose activity, negative = inhibition, hits mostly inhibitors; actives 0.18% (n = 360,000); also: % is scaled to controls: 0 for no effect and ±100 for the full control effect; nearly all actives have a fitted effect of over 45% in size; many of its hits are not listed in these tables
Target sequence (Q8WZA2 whole entry, looked up): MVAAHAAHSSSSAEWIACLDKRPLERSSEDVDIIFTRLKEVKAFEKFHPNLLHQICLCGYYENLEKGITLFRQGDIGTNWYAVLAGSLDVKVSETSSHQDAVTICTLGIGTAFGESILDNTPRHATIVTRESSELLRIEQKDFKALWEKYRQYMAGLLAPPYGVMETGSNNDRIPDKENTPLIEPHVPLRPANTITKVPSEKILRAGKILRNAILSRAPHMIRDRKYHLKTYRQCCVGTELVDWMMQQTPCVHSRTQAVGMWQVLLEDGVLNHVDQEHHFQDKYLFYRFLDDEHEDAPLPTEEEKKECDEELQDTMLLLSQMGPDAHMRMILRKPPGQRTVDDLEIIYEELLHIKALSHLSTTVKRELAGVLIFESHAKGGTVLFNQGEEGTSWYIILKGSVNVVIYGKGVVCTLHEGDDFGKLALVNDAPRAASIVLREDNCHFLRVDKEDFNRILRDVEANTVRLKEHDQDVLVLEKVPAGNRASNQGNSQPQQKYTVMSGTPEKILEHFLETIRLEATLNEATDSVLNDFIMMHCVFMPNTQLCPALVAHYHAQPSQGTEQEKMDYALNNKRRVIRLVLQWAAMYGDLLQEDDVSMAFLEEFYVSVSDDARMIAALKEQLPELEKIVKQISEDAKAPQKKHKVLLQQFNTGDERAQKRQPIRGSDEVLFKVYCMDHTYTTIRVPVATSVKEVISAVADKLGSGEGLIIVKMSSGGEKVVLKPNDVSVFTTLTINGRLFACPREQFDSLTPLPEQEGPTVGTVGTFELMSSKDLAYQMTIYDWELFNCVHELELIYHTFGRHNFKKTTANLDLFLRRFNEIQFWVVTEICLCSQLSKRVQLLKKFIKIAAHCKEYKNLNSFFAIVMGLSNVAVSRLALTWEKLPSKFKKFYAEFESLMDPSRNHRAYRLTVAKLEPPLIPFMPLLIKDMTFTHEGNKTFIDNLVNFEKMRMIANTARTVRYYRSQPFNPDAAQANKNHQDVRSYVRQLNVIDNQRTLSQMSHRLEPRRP
ATXN2 expr inh – inhibitors of ATXN2 expression | HEK-293 ATXN2-luciferase reporter, luminescence, 24 h | AID 1745845 | Potency, µM (series often up to 57 µM), inactives show at the top dose activity change, negative = inhibition, hits mostly inhibitors | actives 0.72% (n = 360,000); also: % is scaled to controls: 0 for no effect and ±100 for the full control effect; nearly all actives have a fitted effect of over 55% in size
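ATXN2-luciferase reporter cells (luciferase flanked by upstream and downstream ATXN2 gene portions) were treated 24 h at 37 °C with compounds at up to 57 uM. SteadyGlo luminescence gave expression; GF-AFC fluorescence gave viability.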
* = called active by the depositor; i = inactive; ? = inconclusive; · = no result given; [ ] = another dose, or the depositor's remark. Calls follow the shape of the dose curve; as a rule, active = well fitted curve in the direction sought with a large enough effect; inconclusive = small, poorly fitted or top-dose-only effect, or another doubt; inactive = no such curve, though single readings can be large; an effect the other way counts as inactive or inconclusive. Potency is read from the fitted curve at half-maximal effect.

SMILES	HepG2 viability	ATXN viability	TGFb inhibitor	MCF10A rereplic	Nrf2 block	Nrf2 ARE act	A549 viability	EPAC2 antagonist	ATXN2 expr inh
CCOc1ccc(C(=O)N2CCC3(CC2)NCCc2[nH]cnc23)cc1	-4%	i	3%	8%	-6%	-0.9%	4%	16%	-5%
O=C(Nc1ccccc1C(=O)OCc1cc(=O)n2c3c(sc2n1)CCCC3)c1ccccc1	-32%	·	?	·	·	5.9%	3%	·	·
CCOC(=O)c1c(-c2ccccc2)c2cc(OC)ccc2n1CCCN(C)C	18µM*	i	?	?	-13%	-2.9%	-9%	5%	·
CCC(c1nnnn1-c1ccc2c(c1)OCCO2)N1CCN(Cc2c(F)cccc2Cl)CC1 (configuration not stated)	·	i	·	·	·	6.9%	·	-9%	-13%
Nc1ccc(-c2nc3cc(N)ccc3o2)cc1	-27%	i	-15%	11%	1%	-1.0%	-1%	18%	-20%
O=C(c1ccc(NS(=O)(=O)c2cccs2)cc1)N1CCCCC1	-16%	?	-2%	4%	-19%	0.2%	2%	11%	-12%
O=C(COC(=O)c1nsc(Cl)c1Cl)NC1CCCCC1	6%	i	5%	-4%	1%	0.0%	-7%	-8%	3%
N#Cc1ccc(CCc2ccccc2)[nH]c1=O	10%	i	0%	10%	-15%	0.4%	-6%	1%	4%
C/C(=N\NC(=O)c1cc(Br)ccc1O)c1cccs1	-16%	i	-10%	14%	?	0.3%	0%	2%	-21%
Oc1c(Br)cc(C2N=C(c3ccccc3Cl)NO2)cc1Br (configuration not stated)	-20%	i	2%	?	-9%	-0.2%	-21%	-2%	2%
Cc1ccn2c(/C=N/OCc3cccc(F)c3)c(-c3ccc(Cl)cc3)nc2c1	-5%	i	9%	?	13%	0.7%	0%	-12%	-21%
Cc1cccc(NC(=O)CN2C(=O)NC3(CCCC3)C2=O)n1	0%	i	-7%	0%	3%	-0.7%	1%	6%	2%
CN(C)CCNC(=O)c1cc2sc3ccccc3c2s1	-13%	?	-2%	-2%[9.22 µM]	18%	11%	0%	6%	-6%
CCCCN(C)CCNC(=O)c1cc2cc3ccc(OC)cc3nc2o1	-18%	?	-1%	-3%	-10%	5.0%	0%	5%	·
O=C(O)C[C@H]1c2cc(C(F)(F)F)ccc2S(=O)(=O)N1C1CCN(Cc2ccccc2)CC1	5%	i	-17%	-2%	-7%	-0.2%	-5%	8%	3%
Cc1cccc(C)c1OCC(=O)Nc1ccc(S(=O)(=O)Nc2ccccn2)cc1	-1%	i	-1%	-2%	?	-0.6%	?	-11%	-11%
COc1cc2c(CCNC(C)=O)c[nH]c2cc1O	3%	i	1%	-8%	14%	-0.7%	2%	10%	2%
COc1cc(C2Nn3c(nnc3-c3ccccc3OC)S2)ccc1O (configuration not stated)	11%	i	0%	2%	?	-0.3%	-3%	11%	2%
COc1ccccc1C(=O)NCCC(=O)N(C)Cc1cccnc1	5%	i	7%	2%	6%	-0.6%	-4%	3%	-1%
CC(C)c1nnc(NC(=O)C2CCN(c3cnccn3)CC2)s1	-3%	i	-12%	-1%	?	-0.3%	-29%	-6%	-4%
CCN1CCCC1CNC(=O)Cn1cccc1C(=O)c1ccccc1C (configuration not stated)	11%	i	6%	19%	13%	2.3%	8%	-14%	-4%
O=C(Nc1ccccc1N1CCCC1)c1cc(S(=O)(=O)N2CCOCC2)ccc1Cl	-3%	i	0%	-1%	?	-0.1%	11%	-4%	13%
CSc1ccccc1C(=O)Nc1nccs1	-4%	i	0%	12%	-11%	0.8%	0%	-2%	-9%
COc1ccccc1NC(=O)COC(=O)CNC(=O)c1ccc(OC)c(OC)c1	5%	i	-51%	0%	2%	-0.1%	-3%	-4%	7%
CSc1ccc(CCNC(=O)C2CCCN(c3nn4c(=O)cc(C)nc4s3)C2)cc1 (configuration not stated)	9%	i	-15%	-4%	2%	-0.2%	4%	4%	-18%

Other compounds
SMILES	HepG2 viability	ATXN viability	TGFb inhibitor	MCF10A rereplic	Nrf2 block	Nrf2 ARE act	A549 viability	EPAC2 antagonist	ATXN2 expr inh
O=C(CN1C(=O)NC2(CCCC2)C1=O)N1CCCSC1=Nc1ccccc1	-3%	?	18%	4%	1%	0.1%	-21%	8%	-2%
Cc1noc(C)c1COc1ccc(C(=O)NCC2CCCO2)cc1 (configuration not stated)	-16%	i	-4%	?	-6%	0.0%	1%	4%	2%
Cc1cc(C)c(CN2CCN(CCCn3cnc(C(=O)Nc4ccc(C)c(C)c4)n3)CC2)c(C)c1	18µM*	·	?	?	-23%	-3.2%	?	-13%	?
Clc1ccc(Nc2ncn[nH]2)c(Cl)c1	6%	i	-8%	29%	-6%	-1.0%	-5%	2%	-25%
CCOC(=O)c1c(C)c(C(=O)Nc2ccc3c(c2)OCO3)c(C)n1C	0%	i	1%	-1%	17%	-0.2%	-3%	-1%	15%
COc1ccc(C[C@H]2CN3C(=NC[C@H]3C)N2CCNC(=O)c2ccc(C)c(Br)c2)cc1	-41%	28µM*	?	6%	5%	-1.7%	-12%	7%	-18%
COc1ccc(CC(=O)NCc2cccs2)cc1	-23%	i	-3%	?	?	0.1%	-3%	5%	10%
COc1c(F)c(F)cc2c(=O)c(C(=O)O)cn(C3CC3)c12	-31%	i	1%	-6%	3%	-0.1%	4%	8%	4%
Nc1nc(=S)c2ncn([C@@H]3O[C@H](CO)[C@@H](O)[C@H]3O)c2[nH]1	-1%	i	0%	?	?	0.0%	?	20%	?
CC(C)n1nc(C(=O)Nc2cccc(S(=O)(=O)NCc3ccco3)c2)c2ccccc2c1=O	-25%	i	-14%	11%	?	5.5%	-26%	-7%	·
Cc1ccc(-n2c(SCc3ccc([N+](=O)[O-])cc3)nc3ccccc3c2=O)cc1	-2%	i	8%	?	·	-0.7%	-1%	12%	-17%
O=C(C1CC(=O)N(c2ccc(F)cc2)C1)N1CCN(c2ccccc2)CC1 (configuration not stated)	18%	i	5%	0%	-13%	0.5%	-1%	-6%	-10%
CN(C)S(=O)(=O)c1ccc(C(=O)Nc2nnc(Cc3ccccc3)s2)cc1	-2%	i	0%	?	·	0.1%	12%	6%	-20%
C[C@H](O)[C@@H](C(=O)N1CCN(C(=O)OC(C)(C)C)CC1)n1cc(CCCCNC(=O)OC(C)(C)C)nn1	2%	i	4%	1%	0%	0.3%	-4%	0%	11%
O=C(CNC(=O)C12CC3CC(CC(C3)C1)C2)N/N=C\c1ccco1	-9%	i	2%	1%	-3%	3.8%	-4%	5%	3%
Oc1ccc2ccccc2c1-c1sc(Nc2ccccc2)n[n+]1-c1ccc(F)cc1	-29%	i	78%[activator]	6%	-12%	0.1%	-10%	50µM*	-11%
N=C(N)SCc1ccc(Cl)cc1Cl	-89%	?	?	?	?	0.1%	?	11%	·
Cc1ccc(-c2nc(CSCC(=O)NCc3cccnc3)c(C)o2)cc1	-15%	i	-17%	0%	?	2.1%	?	-15%[57.1 µM]	-8%
NS(=O)(=O)c1ccc(CCNC(=O)CN2CCCCCC2)cc1	-5%	i	-5%	0%	-2%	-0.1%	0%	-9%	·
COCc1nnc(SCC(=O)NCc2ccccc2)n1-c1ccccc1	-3%	i	-15%	?	-14%	0.0%	-3%	0%	0%
S=C(NCc1ccccc1)Nc1ccc2ccccc2c1	-16%	i	?	-2%	?	2.7%	-1%	-15%	49%[activator]
CCCCCCn1c(CN2CCN(C(=O)OCC)CC2)nc2c1c(=O)n(C)c(=O)n2C	-21%	i	13%	-5%	8%	-0.1%	4%	15%	1%
COCCCNC(=O)CN(CCc1ccccc1)S(=O)(=O)c1ccc(OC)cc1	-19%	i	-4%	-4%	-7%	-0.4%	0%	0%	-15%
O=C(N/C=C/n1cnc2cc(C(F)(F)F)ccc21)c1ccccc1	-2%	i	-3%	-5%	6%	-0.7%	1%	-6%	?
COC(=O)c1ccccc1NC(=O)c1nc(SCc2ccccc2C)ncc1Cl	2%	i	-3%	·	10%	0.6%	2%	·	-2%

More entries follow.
SMILES	HepG2 viability	ATXN viability	TGFb inhibitor	MCF10A rereplic	Nrf2 block	Nrf2 ARE act	A549 viability	EPAC2 antagonist	ATXN2 expr inh
O=C(C1=C[C@H](c2ccc3c(c2)OCO3)C[C@H](OCc2ccc(CO)cc2)O1)N1CCCCCCC1	-19%	?	8%	?	1%	2.6%	2%	14%	-8%
CCOc1ccc(-c2ccc(SCC(=O)Nc3nnc(C)s3)nn2)cc1	1%	i	-14%	-9%	-12%	0.1%	9%	12%	30%[activator]
C/C(=N\Nc1ncc(Br)cn1)c1cccc([N+](=O)[O-])c1	-16%	i	-10%	0%	?	3.7%	-14%	2%	11%
CCN(CCCNC(=O)C1c2ccccc2C(=O)N(CCOC)C1c1ccc(F)cc1)Cc1ccccc1 (configuration not stated)	-34%	i	?	-1%	30%	0.4%	2%	-10%	-29%
Cc1c(C(=O)O)oc2ccc(S(=O)(=O)NCCC3=CCCCC3)cc12	12%	i	-3%	17%	?	0.3%	2%	7%	4%
O=C(CC[C@H]1O[C@@H](n2cnc3c(NC(=O)c4ccccc4)ncnc32)[C@H](O)[C@@H]1O)NCC(F)(F)F	-4%	i	-11%	·	·	0.9%	·	2%	1%
CCCCC(CC)CNC(=O)c1ccc2c(=O)n(CCOC)c(=O)[nH]c2c1 (configuration not stated)	1%	i	6%	·	?	-0.1%	-4%	·	115%[activator]

Not all compounds are listed; the hit share may differ from the screen's.
